TRPC6 inhibitor = mouse TRPC6 channel inhibitors, primary screen, cell-based, HEK293, membrane potential dye; Short transient receptor potential channel 6 (Mus musculus), Q61143; B-score at 10 µM; hit rate 1.1% among 310,000; AID 2553, 2010; ACh-evoked depolarization; stronger effect = lower value;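 active = B-score under library mean minus 3 SD, initial fluorescence not abnormally high, positive integrated signal ratio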;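 also: B-score derived from integrated fluorescence ratio over the kinetic read; more negative B-score means stronger inhibition of depolarization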
TRPC4 agonist = activators of mouse TRPC4 channel, primary screen, Fluo4 calcium, HEK293 TRPC4beta/mu-opioid cells | hit rate 0.49% among 310,000 | Fluo4 calcium fluorescence; stronger effect = higher value | B-score at 10 µM;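 active = B-score above 5 SD of library B-scores, and initial fluorescence ratio not above library mean plus 5 SD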;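 also: positive B-score marks a calcium rise read as TRPC4 activation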
Target sequence (Q9QUQ5 whole entry, looked up): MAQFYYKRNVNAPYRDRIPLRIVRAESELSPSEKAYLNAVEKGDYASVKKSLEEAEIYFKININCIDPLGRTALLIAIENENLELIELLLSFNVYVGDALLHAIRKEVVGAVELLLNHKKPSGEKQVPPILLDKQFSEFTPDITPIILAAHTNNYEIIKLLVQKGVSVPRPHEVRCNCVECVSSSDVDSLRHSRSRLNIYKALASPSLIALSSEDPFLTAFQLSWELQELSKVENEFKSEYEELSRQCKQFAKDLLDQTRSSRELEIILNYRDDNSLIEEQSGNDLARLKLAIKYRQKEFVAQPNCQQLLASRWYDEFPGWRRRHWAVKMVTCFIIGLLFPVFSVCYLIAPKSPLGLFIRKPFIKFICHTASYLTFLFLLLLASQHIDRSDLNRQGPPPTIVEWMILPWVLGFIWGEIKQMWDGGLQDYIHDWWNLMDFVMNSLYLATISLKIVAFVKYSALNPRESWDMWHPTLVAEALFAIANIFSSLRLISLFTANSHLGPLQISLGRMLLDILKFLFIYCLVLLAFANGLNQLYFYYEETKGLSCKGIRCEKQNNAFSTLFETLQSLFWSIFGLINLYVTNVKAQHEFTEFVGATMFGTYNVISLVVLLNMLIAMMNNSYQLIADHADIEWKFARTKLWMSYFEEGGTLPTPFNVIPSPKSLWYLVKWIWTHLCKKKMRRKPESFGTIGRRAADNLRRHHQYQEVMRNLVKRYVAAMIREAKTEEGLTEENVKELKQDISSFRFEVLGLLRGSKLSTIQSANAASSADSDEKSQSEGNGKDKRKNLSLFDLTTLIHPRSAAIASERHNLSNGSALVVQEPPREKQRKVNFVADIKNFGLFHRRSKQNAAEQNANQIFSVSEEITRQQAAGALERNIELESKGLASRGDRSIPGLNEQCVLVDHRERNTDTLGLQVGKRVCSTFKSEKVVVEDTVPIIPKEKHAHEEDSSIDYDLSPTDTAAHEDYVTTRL
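System: HEK293 cells stably co-expressing mouse TRPC4beta and mu-opioid receptor; Schedule: Fluo4 dye loading 45 min at room temperature, 110 s recording; Detection: Fluo4 fluorescence, kinetic; Evaluation: B-scored integrated calcium fluorescence ratio; Controls: buffer (low) and maximal DAMGO (high).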
MrgX1 antag = antagonists of human MrgX1 receptor, primary screen, HEK293 cells, Fluo-4 calcium flux; Mas-related G-protein coupled receptor member X1 (Homo sapiens), Q96LB2; BAM8-22 antagonism; stronger effect = lower value; B-score at 10 µM; hit rate 1.3% among 310,000; AID 588676, 2011;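 active = calcium-response B-score plate-corrected more than 3 library SD below zero, starting fluorescence within 5 deviations, no agonist response on first addition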;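 also: peak minus trough fluorescence over baseline after final BAM8-22 challenge near maximal dose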
TMEM16A act = TMEM16A chloride channel activators or potentiators, primary screen, cell-based, HTS; B-score at 10 µM; HEK293 TMEM16A/YFP-H148Q/I152L, iodide quench fluorescence; stronger effect = lower value; hit rate 0.3% among 340,000; Anoctamin-1 (Mus musculus), Q8BHY3;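 active = fluorescence-ratio B-score plate-corrected deviation score at least 3 library SD below zero, with starting fluorescence score within 5 deviations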;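 also: channel opened by trigger with iodide after compound preincubation; score built on the fluorescence ratio of max minus min over baseline; more negative score means more quench and so TMEM16A activation or potentiation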
TRPC4 PAM = positive allosteric modulators of TRPC4, primary screen, cell-based, mouse TRPC4beta, HEK293 mu-opioid, Fluo-4 calcium. DAMGO EC20, Fluo-4 Ca2+ flux; stronger effect = higher value. B-score at 10 µM. hit rate 0.42% among 310,000. AID 2227, 2009;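 active = B-score of calcium response area above 5 SD of library B-scores, with initial fluorescence ratio within 5 SD of library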;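 also: B-score of integrated fluorescence ratio over time as area under calcium response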
TRPC4 inh = inhibitors of mouse TRPC4 channel, primary screen, Fluo4 calcium, HEK293 TRPC4beta/mu-opioid cells; Short transient receptor potential channel 4 (Mus musculus), Q9QUQ5; DAMGO-evoked Fluo4 calcium flux; stronger effect = lower value; B-score at 10 µM; hit rate 0.39% among 300,000;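 active = B-score over 3 SD under the library average, no early fluorescence shift, positive overall ratio signal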
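Material: HEK293 cells with stable TRPC4beta plus mu-opioid receptor expression; probe or stimulus: DAMGO in two steps, submaximal then maximal; technique: Fluo4 calcium fluorescence by kinetic imaging, 5 s 1 Hz baseline; measure: integrated fluorescence ratio relative to baseline, converted to per-well B score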
MrgX1 agonist = agonists of human MrgX1 receptor, primary screen, HEK293 cells, Fluo-4 calcium flux. Mas-related G-protein coupled receptor member X1 (Homo sapiens), Q96LB2. B-score at 10 µM. Fluo-4 calcium fluorescence, agonist mode; stronger effect = higher value. AID 588627, 2011. hit rate 0.44% among 310,000;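 active = calcium response B-score plate-corrected fluorescence ratio at least 3 library SD, with starting fluorescence B-score inside 5 SD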
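Test system: HEK293 cells stably expressing human MrgX1 receptor; Input: fifteen thousand cells per well; Dosing: compound delivered in addition one of three; Schedule: overnight seeding, then 1 h dark dye loading; Technique: Fluo-4 NW calcium fluorescence; Measure: B-scored fluorescence response ratio; Controls: positive and negative controls per plate.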
TRPC6 act = mouse TRPC6 channel activators, primary screen, cell-based, HEK293, membrane potential dye; Short transient receptor potential channel 6 (Mus musculus), Q61143; B-score at 10 µM; HEK293-TRPC6 membrane potential dye fluorescence; stronger effect = higher value; hit rate 0.13% among 310,000;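 active = B-score of the integrated fluorescence ratio above library mean plus 3 SD, and starting fluorescence ratio within library mean plus 5 SD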;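 also: higher score means more depolarization so channel activation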
SKKanGAS inh = S. pyogenes SKKanGAS growth inhibitors in kanamycin, primary screen, streptokinase expression inhibitor project, SKKanGAS strain, BacTiter-Glo luminescence; hit rate 1.3% among 300,000; AID 1662, 2009; 6 h; inhibition, % at 7.5 µM;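 active = mean replicate score, as percent of positive control median, at least 50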;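 also: strain carries kanamycin resistance gene driven by streptokinase promoter and grows in 40 µg/ml kanamycin; loss of luminescence reflects streptokinase promoter inhibition or plain growth inhibition; 0% = median of DMSO wells and 100% = positive control at its reference dose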
ANO1 block = TMEM16A chloride channel inhibitors, primary screen, cell-based, HTS | Anoctamin-1 (Mus musculus), Q8BHY3 | HEK293 TMEM16A/YFP iodide influx fluorescence, ionomycin | normalized B-score (activity score, 25-100; higher = stronger inhibition) at 10 µM | hit rate 1.2% among 310,000;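 active = ratio plate-corrected score three or more library SD toward inhibition, starting fluorescence score within five deviations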;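 also: score derived from kinetic fluorescence span divided by baseline fluorescence per well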
MrgX1 allo act = positive allosteric modulators of MrgX1, primary screen, HEK293 cells, Fluo-4 calcium flux | Mas-related G-protein coupled receptor member X1 (Homo sapiens), Q96LB2 | FDSS; stronger effect = higher value | B-score at 10 µM | hit rate 0.63% among 310,000;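 active = plate-corrected calcium response at least 3 library SD above typical, normal starting fluorescence, not activating the receptor alone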;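 also: compound read alongside a low EC10 to EC30 dose of BAM8-22 agonist; peak minus trough fluorescence over baseline measured at the second addition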
Active calls of the source: *; i = inactive; x = no result given.

SMILES	TRPC6 inhibitor	TRPC4 agonist	MrgX1 antag	TMEM16A act	TRPC4 PAM	TRPC4 inh	MrgX1 agonist	TRPC6 act	SKKanGAS inh	ANO1 block	MrgX1 allo act
COC(=O)c1c(NS(=O)(=O)c2cccs2)sc2c1CCCC2	i	i	i	i	i	i	i	i	2	i	i
CCC(C)C(NC(=O)c1ccc(Cl)cc1)C(=O)O (configuration not stated)	i	i	i	i	i	i	i	i	-1	i	i
O=C(CC1SC(=NCc2ccccc2)NC1=O)Nc1ccccc1 (configuration not stated)	i	i	i	i	i	i	i	i	-4	i	i
Cc1ccc(C)c(N2CC(C(=O)OCC(=O)Nc3cc(C)on3)CC2=O)c1 (configuration not stated)	i	i	i	i	i	i	i	i	4	i	i
CSc1nsc(SCC(=O)Nc2cc(C(=O)O)ccc2C)n1	i	i	i	i	i	i	i	i	10	i	i
CCOC(=O)c1[nH]c2ccccc2c1NC(C)=O	i	i	i	i	i	i	i	i	-5	i	i
Cc1ccc(NC(=O)CSc2cccc[n+]2[O-])c([N+](=O)[O-])c1	i	i	i	i	i	i	i	i	-1	i	i
O=c1[nH]cnc2ccccc12	i	i	i	i	i	i	i	i	2	i	i
CCOc1ccc(NC(=O)CC2C(=O)N(c3ccc(OC)cc3)C(=S)N2Cc2ccccn2)cc1 (configuration not stated)	i	i	i	i	i	i	i	i	-8	i	i
CSc1ccc(CN(C)CC(=O)Nc2ccccc2Br)cc1	i	i	i	i	i	i	i	i	-3	i	i
CCOc1ccc(N=C2SC(C(=O)O)CC(=O)N2C)cc1 (configuration not stated)	i	i	i	i	i	i	i	i	8	i	i
COc1ccccc1NS(=O)(=O)c1cc(NC(=O)CCNC(C)=O)ccc1C	i	i	i	i	i	i	i	i	4	i	i
CC1(C)N(O)CC(c2cccs2)=[N+]1[O-]	i	i	i	i	i	i	i	i	0	i	i
C/C=C/COC(=O)C1=C(C)NC(=O)NC1c1ccc2c(c1)OCO2 (configuration not stated)	i	i	i	i	i	i	i	i	3	i	i
C=CCCCCCCCCc1nc(SCC(=O)O)n[nH]1	i	i	i	i	i	i	i	i	-2	i	i
CCN(CC)CCCOC(=O)c1ccc(OC)cc1O	i	i	i	i	i	i	i	i	5	i	i
CCc1ccc(N2CC(C)Cn3c2nc2c3c(=O)[nH]c(=O)n2C)cc1 (configuration not stated)	i	i	i	i	i	i	i	i	7	i	i
CC(=O)Nc1ncc2c(n1)CC(c1ccco1)CC2=O (configuration not stated)	i	i	i	i	i	i	i	i	-7	i	i
CCCCOc1ccccc1C1CC(=O)NC2=C1C(=O)CCC2 (configuration not stated)	i	i	i	i	i	i	i	i	1	i	i
O=C(NC1CCN(Cc2ccccc2)CC1)C1CCCN(S(=O)(=O)c2cccc3nonc23)C1 (configuration not stated)	i	i	i	i	10*	i	i	i	7	i	i
CCOc1ccc(C(=O)CC(=O)C(=O)NCCc2ccc(OC)c(OC)c2)cc1	i	i	i	i	i	i	i	i	-6	i	i
O=C(O)c1cccc(S(=O)(=O)NNc2ccccc2C(F)(F)F)c1	i	i	i	i	i	i	i	i	-1	i	i
COC(=O)CNC(=O)c1ccc(OC2CCN(C(=O)C3CC3)CC2)cc1	i	i	i	i	i	i	i	i	-6	i	i
O=C(/C=C/c1ccc(Cl)cc1Cl)NCc1ccncc1	i	i	i	i	i	i	i	i	0	i	i
Cc1ccc2nc(-c3ccc(NC(=O)CSCC(=O)O)cc3)sc2c1	i	i	i	i	i	i	i	i	0	i	i
Next section:
SMILES	TRPC6 inhibitor	TRPC4 agonist	MrgX1 antag	TMEM16A act	TRPC4 PAM	TRPC4 inh	MrgX1 agonist	TRPC6 act	SKKanGAS inh	ANO1 block	MrgX1 allo act
Cc1ccsc1C1Nc2ccc3ncccc3c2C2=C1C(=O)CC(C)(C)C2 (configuration not stated)	i	i	i	i	i	i	i	i	-6	i	i
Cc1nc2ccccn2c1C(=O)C(=O)Nc1cc(F)ccc1F	i	i	i	i	i	i	i	i	9	i	i
COc1cc(C2NC(=O)NC(C)=C2C(=O)OC(C)C)ccc1OC(=O)c1ccco1 (configuration not stated)	i	i	i	i	i	i	i	i	2	i	i
Clc1ccc(NCc2ccsc2)cc1	i	i	i	x	i	i	i	i	7	i	i
N[C@@H](Cc1cc(I)c(Oc2cc(I)c(O)c(I)c2)c(I)c1)C(=O)O	i	i	i	x	i	i	i	i	19	i	i
CN(Cc1ccc(OC(F)F)cc1)C(=O)c1ccc2c(=O)n3c(nc2c1)CCC3	i	i	i	i	i	i	i	i	-2	i	i
CC(C)N(CCCNC(=O)CC1Oc2ccccc2NC1=O)Cc1ccccc1 (configuration not stated)	i	i	i	i	i	i	i	i	-2	i	i
CC(C)(CS(=O)(=O)[O-])NC(=O)CC[N+](C)(C)CCO	i	i	i	i	i	i	i	i	0	i	i
CC(=O)Nc1cccc(NC(=O)c2cc(C)on2)c1	i	i	i	i	i	i	i	i	-2	i	i
O=C(Cc1ccc(Cl)cc1)Nc1ccccc1C(=O)Nc1ccc(C(=O)O)cc1	i	i	i	i	i	i	i	i	-6	i	i
CCOC(=O)c1sc(NC(=O)Cn2nnc3sc4c(c3c2=O)CCC(C(C)(C)C)C4)nc1C (configuration not stated)	i	i	i	i	i	i	i	i	12	i	i
COc1ccccc1N1CCN(C(=O)c2ccc(N(C)S(=O)(=O)c3ccccc3)cc2)CC1	i	i	i	i	i	i	i	i	-3	i	i
Cn1c(=O)c2ncn(CC(=O)NCCC3=CCCCC3)c2n(C)c1=O	i	i	i	i	i	i	i	i	-10	i	i
O=S(=O)(NCc1ccc(F)cc1)c1ccc2c(c1)OCCO2	i	i	i	i	i	i	i	i	-3	i	i
Cc1ccccc1-c1nc(P(=O)(c2ccccc2)c2ccccc2)c(N2CCOCC2)o1	i	i	i	i	i	i	i	i	6	i	i
CCC(C)(C)n1nnnc1C(c1ccccn1)N1CCN(c2cccc(OC)c2)CC1 (configuration not stated)	i	i	i	i	i	i	i	i	3	i	i
COC(=O)c1ccccc1NC(=O)C1CCN(S(=O)(=O)c2cc(OC)ccc2OC)CC1	-5.1*	i	i	i	i	i	i	i	-24	i	i
CN(C)c1nnnn1Cc1ccccc1	i	i	i	i	i	i	i	i	-6	i	i
COc1ccc(CNCc2ccncc2)c(OC)c1	i	i	i	i	i	i	i	i	1	i	i
CC1CCCN(S(=O)(=O)c2ccc3c(c2)CCN3C(=O)C2CCC2)C1 (configuration not stated)	i	i	i	i	i	i	i	i	7	i	i
O=C(CCl)Nc1cc(S(=O)(=O)N2CCOCC2)ccc1N1CCOCC1	i	i	i	i	i	i	i	i	9	i	i
NNC(=S)NCCc1ccccc1	i	i	i	i	i	i	i	i	5	i	i
CCC(=O)Nc1nnc(S(=O)(=O)N(CC(C)C)c2ccccc2)s1	i	i	i	i	i	i	i	i	4	i	i
COc1ccc(-c2ccc(SCC(=O)Nc3nnc(C)s3)nn2)cc1	i	i	i	i	i	i	i	i	-24	i	i
Cc1ccc(C2C=C(c3ccc4c(c3)OCO4)Nc3ncnn32)cc1 (configuration not stated)	i	i	i	i	i	x	i	i	-4	i	i

A stretch from the list above:
SMILES	TRPC6 inhibitor	TRPC4 agonist	MrgX1 antag	TMEM16A act	TRPC4 PAM	TRPC4 inh	MrgX1 agonist	TRPC6 act	SKKanGAS inh	ANO1 block	MrgX1 allo act
COC(=O)c1c(NS(=O)(=O)c2cccs2)sc2c1CCCC2	i	i	i	i	i	i	i	i	2	i	i
CCC(C)C(NC(=O)c1ccc(Cl)cc1)C(=O)O (configuration not stated)	i	i	i	i	i	i	i	i	-1	i	i
O=C(CC1SC(=NCc2ccccc2)NC1=O)Nc1ccccc1 (configuration not stated)	i	i	i	i	i	i	i	i	-4	i	i

Other entries follow:
SMILES	TRPC6 inhibitor	TRPC4 agonist	MrgX1 antag	TMEM16A act	TRPC4 PAM	TRPC4 inh	MrgX1 agonist	TRPC6 act	SKKanGAS inh	ANO1 block	MrgX1 allo act
O=C(N/C(=C/C=C\c1ccccc1)C(=O)N1CCOCC1)c1ccc(Br)cc1	i	i	i	i	i	i	i	i	5	i	i
CCOC(=O)c1c(C)[nH]c(C(=O)COC(=O)CCSc2ccccc2)c1C	i	i	i	i	i	i	i	i	-1	i	i
CC1(C)Cc2nc3sc4c(SCC(=O)O)ncnc4c3cc2CO1	i	i	i	i	i	i	i	i	14	i	i
COc1ccc(/C(C)=N/NC(=O)CNC(=O)c2ccncc2)cc1	i	i	i	i	i	i	i	i	1	i	i
CCOC(=O)N1CCN(C(=O)COc2ccc(Cl)c(C)c2)CC1	i	i	i	i	i	i	i	i	2	i	i
CC(=O)NC1C2CN3CCN(C2)CC1(Cc1ccccc1)C3 (configuration not stated)	i	i	i	i	i	i	i	i	4	i	i
CC(=O)Nc1ccc(NCC(O)COc2ccccc2)cc1 (configuration not stated)	i	i	i	i	i	i	i	i	-3	i	i
CCOc1ccc(CNS(=O)(=O)c2cc(CN3C(=O)c4cccnc4C3=O)ccc2OC)cc1	i	i	i	i	i	i	i	i	1	i	i
CCCc1nn2c(=O)cc(CSCC(=O)Nc3cccc(OC)c3)nc2s1	i	i	i	i	i	i	i	i	-5	i	i
O=C(NNC(=O)C1CCC1)c1ccc(Cl)cc1	i	i	i	i	i	i	i	i	8	i	i
N=c1c(S(=O)(=O)c2ccc(Br)cc2)cc2c(=O)n3ccccc3nc2n1Cc1ccco1	i	i	-4.6*	i	i	i	i	i	-6	i	i
CC(NC(=O)CC(O)(C(F)(F)F)C(F)(F)F)c1ccccc1 (configuration not stated)	i	i	i	i	i	i	i	i	-9	i	i
